GSK3B inh: human GSK3beta kinase inhibitors, primary screen, biochemical, cell-free homogeneous, HTS | GST-GSK3beta kinase, ADP-Glo luminescence, 60 min; stronger effect = lower value | activity score (negative = inhibition), % at 10 µM | AID 2097, 2009 | 300,000 tested, 0.038% active | Glycogen synthase kinase-3 beta (Homo sapiens), P49841;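 active = more than half of replicate wells score below -50%, meaning over 50% inhibition versus plate controls; inconclusive = some replicates but at most half score below -50%; inactive = no replicate scores below -50%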;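 note: 0% = median DMSO wells and -100% = median GW8510 positive control wells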
Target sequence (P49841 whole entry, looked up): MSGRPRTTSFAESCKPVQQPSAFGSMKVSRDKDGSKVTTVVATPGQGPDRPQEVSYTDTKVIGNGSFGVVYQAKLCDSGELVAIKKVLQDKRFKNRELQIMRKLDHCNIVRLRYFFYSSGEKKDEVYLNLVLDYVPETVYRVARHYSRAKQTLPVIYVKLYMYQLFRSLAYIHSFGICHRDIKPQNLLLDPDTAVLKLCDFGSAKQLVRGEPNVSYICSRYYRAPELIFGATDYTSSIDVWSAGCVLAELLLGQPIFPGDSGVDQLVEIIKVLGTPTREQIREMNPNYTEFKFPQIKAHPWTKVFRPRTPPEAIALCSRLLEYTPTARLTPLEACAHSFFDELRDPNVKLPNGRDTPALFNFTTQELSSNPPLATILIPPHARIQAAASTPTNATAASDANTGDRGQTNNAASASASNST
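Test system – GST-tagged human GSK3beta kinase, cell-free · Incubation – 60 min enzyme reaction, room temperature · Signal – ADP-Glo luminescence · Also added – peptide substrate and ATP at 25 µM · Controls – DMSO neutral wells and GW8510 at 20 µM as positive · Buffer or medium – Tris/MgCl2 kinase buffer · Measure – Luminescence-derived activity versus plate DMSO and GW8510 wells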
Dyrk1A ADPGlo: rat Dyrk1A kinase inhibitors, primary screen, biochemical, single point, plate reader; Dual specificity tyrosine-phosphorylation-regulated kinase 1A (Rattus norvegicus), Q63470; inhibition, % at 12.5 µM; AID 504441, 2011; 310,000 tested, 0.43% active; ADP-Glo luminescence, NFATc1 peptide; in the data active = inhibition above about 50%;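 note: plate controls were vehicle with enzyme for no effect and no enzyme for full effect; many of its hits are not listed in these tables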
hERG rescue: hERG rescue from dofetilide block, primary screen, cell-based, CHO-hERG, FluxOR thallium flux, dofetilide IC70. activation (rescue from dofetilide block), less the hit threshold, % at 10 µM. 310,000 tested, 0.51% active. AID 1511, 2009. Voltage-gated inwardly rectifying potassium channel KCNH2 (Homo sapiens), Q12809. dofetilide IC70 present;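 active = activation above the mean of controls blocked by dofetilide plus 5 SD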;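 note: thallium influx through hERG after potassium depolarization seen as dye fluorescence rise; in these data hits start at about 4.7%; inactives centre near -7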
PolyA inhibitor: polyadenylation inhibitors in yeast reporter cells, primary screen, luminescence, S. cerevisiae; S. cerevisiae SKY197-pL101 polyadenylation reporter, beta-gal luminescence; efflux-impaired pdr1/pdr3 knockout yeast; score 100 = 6 SD above DMSO; calls only at 12 µM; 300,000 tested, 0.02% active; AID 1875, 2009;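 active = lowest replicate activity score at least 50, where 100 means six control SD above control mean; inconclusive = lowest score under 50 but half or more replicates reach 50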;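 note: yeast exposed to compound for 9 h at 30 °C; higher score means more reporter readthrough which indicates perturbed polyadenylation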
GSK3A inh: blockers of GSK3A enzyme activity – biochemical, luminescence, cell-free homogeneous, HTS, primary screen; 320,000 tested, 0.1% active; inhibition, % at 10 µM; GSK-3 alpha kinase, ADP-Glo luminescence, 60 min; AID 2650, 2010;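 in the data active = inhibition above about 50%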;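 note: GST-tagged GSK-3 alpha with peptide substrate and 25 µM ATP; 0% = DMSO neutral wells and 100% = GW8510 positive control wells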
RGS4 pot: RGS4 potentiators or activators, primary screen, cell-based, HEK293 M3R inducible RGS4, calcium flux. B-score at 10 µM. AID 463111, 2010. carbachol calcium flux Fluo4; stronger effect = lower value. 310,000 tested, 0.92% active;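 active = B-score of the integrated calcium signal more than 4 SD below the library mean, with starting fluorescence not abnormally high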;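 note: negative B-score means reduced calcium response which marks RGS4 activation or potentiation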
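Assay system: HEK293 FlpIn-TREx cells, stable M3R, doxycycline-inducible RGS4 / Probe or stimulus: carbachol, ECmax concentration / Times: overnight RGS4 induction, 30 min dye load 37 °C, 20 min compound RT / Signal: kinetic calcium fluorescence imaging with Fluo4-AM dye, 2 µM / Measure: Agonist-evoked peak-minus-minimum fluorescence over baseline, integrated ratio, B score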
KCNQ1 block: inhibitors of human KCNQ1 channel, primary screen, cell-based, thallium flux, high-throughput | Potassium voltage-gated channel subfamily KQT member 1 (Homo sapiens), P51787 | CHO-K1 KCNQ1, FluxOR thallium flux fluorescence; stronger effect = higher value | B-score at 10 µM | 310,000 tested, 1.3% active | AID 2642, 2010;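 active = compounds whose thallium flux B-score, printed positive for inhibition, exceeds three library SD while starting fluorescence stays within three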;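 note: channel opened by potassium depolarization with thallium stimulus after 20 min compound exposure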
KCNQ1 act: potentiators or activators of KCNQ1 channel, primary screen, cell-based, thallium flux, high-throughput | Potassium voltage-gated channel subfamily KQT member 1 (Homo sapiens), P51787 | CHO-K1 KCNQ1, thallium flux FluxOR fluorescence; stronger effect = higher value | B-score at 10 µM | 310,000 tested, 0.35% active;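 active = fluorescence ratio B-score, a plate-corrected score, at least three library SD, with initial intensity B-score within 5 SD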
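Doses: Single concentration per compound, DMSO matched to controls | Test system: KCNQ1-transfected CHO-K1 cells | Timing: 90 min dye loading and 20 min compound exposure, both at room temperature | Measured by: Kinetic FluxOR thallium fluorescence, 10-s 1-Hz baseline, 110-s post-stimulus read | Medium: Assay buffer with matched DMSO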
KCNK3 inh: human KCNK3 channel inhibitors, primary screen, CHO cells, FluxOR thallium flux, B-score | B-score at 10 µM | FluxOR fluorescence; stronger effect = lower value | 340,000 tested, 0.84% active;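 active = B-score under library mean minus 4 SD, starting fluorescence ratio at most library mean plus 5 SD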;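 note: more negative B-score means stronger inhibition of thallium flux through KCNK3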
HDAC3 inh: HDAC3 deacetylase inhibitors, primary screen, biochemical, fluorescence, cell-free homogeneous | Histone deacetylase 3 (Homo sapiens), O15379 | recombinant HDAC3, fluorogenic peptide/trypsin coupled | inhibition, % at 8.3 µM | 320,000 tested, 0.15% active; in the data active = inhibition above about 26%, passing the limit was not always enough; inconclusive = no clear call, values can overlap the other calls
KCNK9 block: KCNK9 potassium channel inhibitors, primary screen, HEK293 cells, thallium flux; Potassium channel subfamily K member 9 (Homo sapiens), Q9NPC2; 310,000 tested, 1.2% active; B-score at 10 µM; FluxOR thallium flux fluorescence; stronger effect = lower value;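 active = ratio B-score over 3 SD below the library mean, with starting fluorescence within 5 SD of its mean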;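 note: negative B-score means less thallium flux so channel inhibition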
Target sequence (Q9NPC2 whole entry, looked up): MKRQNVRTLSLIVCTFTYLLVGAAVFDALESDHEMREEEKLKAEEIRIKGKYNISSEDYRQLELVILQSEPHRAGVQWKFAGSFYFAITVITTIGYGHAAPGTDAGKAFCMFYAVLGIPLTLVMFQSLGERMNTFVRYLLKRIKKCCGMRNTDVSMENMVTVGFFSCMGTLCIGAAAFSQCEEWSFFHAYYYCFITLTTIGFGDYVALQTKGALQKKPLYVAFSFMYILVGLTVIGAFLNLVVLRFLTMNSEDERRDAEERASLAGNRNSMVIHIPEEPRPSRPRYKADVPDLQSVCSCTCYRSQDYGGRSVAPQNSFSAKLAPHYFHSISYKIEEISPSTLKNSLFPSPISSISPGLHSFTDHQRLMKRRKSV
An asterisk follows results filed as active; i = inactive; ? = inconclusive; . = no result given. Only part of the results is shown; rates above refer to the full screens.

Order of results – GSK3B inh, Dyrk1A ADPGlo, hERG rescue, PolyA inhibitor, GSK3A inh, RGS4 pot, KCNQ1 block, KCNQ1 act, KCNK3 inh, HDAC3 inh, KCNK9 block
- O/N=C/c1ccc(-c2ccccc2OC(F)(F)F)o1
 : 1, ., -8, i, -2, i, i, i, i, 10, i
- CCCCC1=NN2C(=N)CC(=O)N=C2S1
 : 5, -4, -11, i, -2, i, i, i, i, -4, i
- Cc1cc(C)c(C)c(C(=O)CSc2nnc(-c3ccc4[nH]c(C)c(C)c4c3)o2)c1C
 : 1, 2, -11, i, -1, i, i, i, i, -4, i
- O=C(C1CCCN1C(=O)c1cccs1)N1CCc2ccccc21 (configuration not stated)
 : 3, -2, -8, i, -2, i, i, i, i, -7, i
- CCN(CC)Cc1nc2c(c(=O)[nH]1)C(CC)(CC)Cc1ccccc1-2
 : 0, -2, -5, i, 2, i, i, i, i, 13, i
- CCOC(=O)c1cn(Cc2ccccc2)c2cc(C)nn2c1=O
 : -1, -1, -9, i, 11, i, i, i, i, -20, i
- COc1ccc(-c2nn(CCC(=O)O)cc2/C=C2\SC(N)=NC2=O)cc1OC
 : 1, -5, -3, i, 1, i, i, i, i, 3, i
- O=C(Cn1nc(C(F)(F)F)c2c1CCCCC2)N1CCOCC1
 : -1, -5, -11, i, 5, i, i, i, i, 5, i
- CC1CCCCN1CC(=O)Nc1ccc2c(c1)OC(F)(F)O2 (configuration not stated)
 : -2, 1, -6, i, 11, i, i, i, i, -9, i
- CC(=O)N1c2ccc(S(=O)(=O)N3CCCC3)cc2CC1C(=O)NCc1ccc(OC(C)C)cc1 (configuration not stated)
 : 1, -3, -7, i, 1, i, i, i, i, ?, i
- COc1cc(C(=O)Nc2nnc(Cc3ccccc3)s2)cc(OC)c1OC
 : 1, -42, -8, i, -3, i, i, i, i, 8, i
- CC1(C)CC(=O)C2=C(C1)NC(=O)CC2c1cc(F)ccc1F (configuration not stated)
 : 1, -3, -5, i, 6, i, i, i, i, 6, i
- N#Cc1ccc(Oc2ccc(S(=O)(=O)N3CCCC3)cn2)cc1
 : 8, -9, -2, i, ., i, i, i, i, ., i
- [O-]/[N+](=C\c1ccc(OC(F)F)cc1)c1ccccc1
 : 1, -3, -11, i, -3, i, i, i, i, 6, i
- O=C(CCNc1ccc(Cl)cc1)c1cccs1
 : -7, 4, -6, i, 0, i, i, i, i, 3, i
- Cn1c(CSCc2ccc(Cl)cc2)nnc1SCC(=O)Nc1nc2ccccc2s1
 : 1, -8, -10, i, ., i, i, i, i, -1, i
- CCOC(=O)CCN(Cc1cccs1)S(=O)(=O)c1ccc(F)cc1
 : 4, -1, -10, i, 1, i, i, i, i, 6, i
- CC1CC(=O)Nc2ccccc2N1S(=O)(=O)c1ccc(C(F)(F)F)cc1 (configuration not stated)
 : -2, 1, -5, i, -1, i, i, i, i, 8, i
- Cc1ccc(CNC(=O)CN2C(=O)NC(C)(c3ccccc3Cl)C2=O)cc1 (configuration not stated)
 : 1, -2, 0, i, -2, i, i, i, i, -1, i
- Cc1[nH]n(-c2ccc(F)cc2)c(=O)c1C=Nc1ccc(S(=O)(=O)N(C)C)cc1
 : 0, -2, -8, i, -1, i, i, i, i, -3, i
- O=C(NCCN1CCNC1=O)C1CCC(=O)N(CCc2ccc(Cl)cc2)C1 (configuration not stated)
 : -1, -4, -9, i, ., i, i, i, i, ., i
- COC(=O)Cc1cnc(NC(=O)C2C3CCC(C3)C2C(=O)O)s1 (configuration not stated)
 : 5, -3, -8, i, -2, i, i, i, i, 3, i
- CCCCC(=O)O
 : 3, ., -7, i, -2, i, i, i, ., -2, i
- O=C(NCCc1ccccc1)c1ccc(NS(=O)(=O)c2ccc3[nH]c(=O)[nH]c3c2)cc1
 : -4, 0, -15, i, -3, i, i, i, i, 5, i
- O=C(c1cccc(F)c1)N1CCN(c2ccc([N+](=O)[O-])c(N3CCCCC3)c2)CC1
 : 0, 2, -11, i, -2, i, i, i, i, 2, i
- CCOC(=O)C1(Cc2ccccc2)NC(c2ccccc2F)C2C(=O)N(CC)C(=O)C21 (configuration not stated)
 : 1, 1, -19, i, -2, i, i, i, i, 3, i
- C/C(=N/NC(=O)C1CCCC1)c1ccc(NC(=O)C(F)(F)F)cc1
 : -2, 17, -7, i, 1, i, i, i, i, 4, i
- O=C(c1ccc2nsnc2c1)N1CCN(c2ccc([N+](=O)[O-])cc2)CC1
 : 3, 3, -10, i, 0, i, i, i, i, 2, i
- COc1ccc(-n2c(=O)cc(N3CCN(c4ccccc4)CC3)[nH]c2=O)cc1
 : -3, -5, -8, i, 10, i, i, i, i, -6, i
- O=C(CSCc1c(F)cccc1Cl)NCc1cccnc1
 : -3, -7, -4, i, 0, i, i, i, i, 1, i
- CCOC(=O)c1cccc(NC(=O)COc2nsnc2N2CCOCC2)c1
 : ., -2, -13, i, 0, i, i, i, i, -3, i
- CCSc1nnc(N2C(=O)C(O)=C(C(=O)c3ccco3)C2c2cccc(OC)c2)s1 (configuration not stated)
 : 3, -6, -13, i, -3, i, i, i, i, 2, i
- O=C(O)CCc1ccc(-c2ccccc2)n1NC(=O)c1sc2ccccc2c1Cl
 : 1, -7, -12, i, -4, i, i, i, i, 1, i
- C=CCN1C(=O)C2C(C(=O)NC3CCCC3)C3(C)C=CC2(O3)C1C(=O)NC1CCCC1 (configuration not stated)
 : 1, -4, -4, i, -1, i, i, i, i, 3, i
- CSC(=O)NC(=O)NC(=O)c1ccc([N+](=O)[O-])cc1
 : 6, -4, -6, i, -2, i, i, i, i, ., i
- O=C(Oc1cc(Cl)ccc1Cl)c1ccc(N2CCOCC2)c([N+](=O)[O-])c1
 : -3, 3, -7, i, -1, i, i, i, i, -2, i
- COc1ccc2[nH]c3ccccc3c2c1
 : 3, 13, -5, i, -3, i, i, i, i, -5, i
- COc1ccc(N2CCN(C(=O)CCNS(=O)(=O)c3ccc(Br)s3)CC2)cc1
 : 1, 13, -1, i, -2, i, i, i, i, 2, i
- O=C(NCc1ccccc1)C(=O)Nc1cccc(C(=O)O)c1
 : 0, 0, -10, i, -3, i, i, i, i, -4, i
- CC1(C)C(=O)OC(c2cccn2-c2cccc([N+](=O)[O-])c2)C2(CCCCC2)C1=O (configuration not stated)
 : -2, ., -7, i, -2, i, i, i, ., 10, i
- CC(C)c1nc2c(c(=O)c3ccccc3n2C)c(=O)n1CCc1ccccc1
 : 0, ., -10, i, 1, i, i, i, i, 5, i
- COc1cc(/C=N/NC(=O)NC23CC4CC(CC(C4)C2)C3)ccc1O
 : 1, 5, -9, i, -2, i, i, i, i, -6, i
- Cc1ccc2nc(SCC(=O)Nc3ncccn3)[nH]c2c1
 : 3, 1, -11, i, 31, i, i, i, i, 1, i
- CCCN(CCC)CCNC(=O)c1cc2c(=O)n(CC)c3ccccc3c2s1
 : -4, -1, -7, i, -2, i, i, i, i, -28, i
- COc1ccc(C)cc1N(CC(N)=O)S(=O)(=O)c1ccc(C)cc1
 : -4, 2, -13, i, -2, i, i, i, i, 4, i
- Cc1cccc(C)c1OCC(O)CNC(C)(C)C (configuration not stated)
 : 1, 4, -14, i, 8, i, i, i, i, -2, i
- CC(=O)c1ccc(N2CCN(S(=O)(=O)c3ccc4c(c3)CC(C)N4C(=O)C3CC3)CC2)cc1 (configuration not stated)
 : 2, -3, -7, i, -11, i, i, i, i, -1, i
- O=C(Cc1c[nH]c2ccccc12)Nc1nc2ccccc2[nH]1
 : 1, 3, -5, i, -2, i, i, i, i, 0, i
- Cc1ccccc1C(=O)NCCCc1ccccc1
 : 0, 4, -5, i, 0, i, i, i, i, 0, i
- N#Cc1sc2nc3c(c(-c4ccco4)c2c1N)CCCC3
 : -5, 10, 0, i, 14, i, i, i, i, 0, i
- O=c1c(C(c2nnnn2C2CCCCC2)N2CCCCC2)coc2ccc(Cl)cc12 (configuration not stated)
 : 1, -3, -21, i, ., i, i, i, i, 7, i
- NC(=O)C1(C(N)=O)OC1c1ccc(Cl)c(Cl)c1 (configuration not stated)
 : -3, 0, -10, i, -1, i, i, i, i, -8, i
- C[C@H](NC(=O)NC1CCCc2ccccc21)C(=O)O (some centres not stated)
 : 2, 1, -2, i, -1, i, i, i, i, 1, i
- COc1cccc(N2CCC(N3CCN(C)C(CCO)C3)CC2)c1 (configuration not stated)
 : -1, 1, -12, i, -5, i, i, i, i, -8, i
- COc1ccc(C(=O)N(CC2CCCO2)C(C(=O)NCCC(C)C)c2ccc(C)cc2)cc1OC (configuration not stated)
 : 6, -3, -12, i, 2, i, i, i, i, 2, i
- COc1ccc(N(C)C(=O)c2sc(Cl)nc2C)cc1
 : 0, -1, -16, i, -1, i, i, i, i, 3, i
- CC(C)(C)NC(=O)C(c1ccc(O)cc1)N(Cc1ccccc1)C(=O)CCC(=O)Nc1nccs1 (configuration not stated)
 : 2, -1, -2, i, -1, i, i, i, i, 4, i

Screening results (PubChem BioAssay)
